yeast mlh1 rad18: NCI yeast anticancer drug screen, S. cerevisiae mlh1 rad18 strain; 79,000 tested, 11% active; AID 175, 2004; % growth inhibition at 50 µM;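 note: 0% = growth of vehicle-only cultures of the same strain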
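Growth inhibition of the yeast strain was measured after compound exposure and expressed relative to vehicle-treated controls. The strain carries defined defects in DNA damage repair.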
yeast cln2 rad14: NCI yeast anticancer drug screen, S. cerevisiae cln2 rad14 strain. growth inhibition, % at 50 µM. 78,000 tested, 8.3% active. AID 165, 2004;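 note: 0% = growth of vehicle-only cultures of the same strain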
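Readout is yeast growth inhibition versus vehicle-treated controls, using a strain with cln2 and rad14 alterations exposed to compound.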
mec2-1: NCI yeast anticancer drug screen, S. cerevisiae mec2-1 strain; % growth inhibition at 50 µM; 79,000 tested, 9% active;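 note: 0% = growth of vehicle-only cultures of the same strain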
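Mutant yeast (mec2-1) grown with compound; growth inhibition relative to vehicle control reported.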
yeast sgs1 mgt1: NCI yeast anticancer drug screen, S. cerevisiae sgs1 mgt1 strain; AID 161, 2004; 78,000 tested, 10% active; growth inhibition, % at 50 µM;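 note: 0% = growth of vehicle-only cultures of the same strain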
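Growth of a repair-deficient yeast mutant was monitored after compound treatment and expressed as inhibition relative to vehicle-treated cultures.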
rad50: NCI yeast anticancer drug screen, S. cerevisiae rad50 strain; 79,000 tested, 10% active; % growth inhibition at 50 µM;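 note: 0% = growth of vehicle-only cultures of the same strain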
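Vehicle-treated cultures provide the reference for the growth inhibition reported for compound-exposed, repair-deficient yeast.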
yeast bub3: NCI yeast anticancer drug screen, S. cerevisiae bub3 mutant strain; 78,000 tested, 9.9% active; growth inhibition, % at 50 µM;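 note: 0% = growth of vehicle-only cultures of the same strain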
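Mutant yeast screening strain plus compound; vehicle-treated cultures serve as the 0% inhibition reference.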
Active calls of the source: *; . = no result given; & = joins results of further samples; ! = a repeat was not active. Cut-off read from the data, not from the text of the source: active = growth inhibition above about 70%; inactive = the rest. An unsorted share of the library. About 14% of those tested had a hit in this group.

SMILES	yeast mlh1 rad18	yeast cln2 rad14	mec2-1	yeast sgs1 mgt1	rad50	yeast bub3
COC(=O)c1ccc(-n2cc(C(=O)OC)c([N+]#N)c2[O-])cc1	17	-14	12	-14	9	19
COC(=O)[C@H]1C=C[C@@H](C)n2c(=O)c3ccccc3c(=O)n21	-7	-10	15	-1	-9	-19
CC(=O)c1ccc(NN=NCCCCl)cc1	-2	-15	-2	2	-6	10
Cc1nc2ccccc2n1C(=O)c1c(F)c(F)c(F)c(F)c1F	-19	-19	-18	-29	-36	-10
COc1ccccc1NC(=O)C1=CNC(C)=C(C(=O)Nc2ccccc2OC)C1/C=C/c1ccccc1 (stereo not drawn)	15	-6	-1	-2	44	-2
O=C(O)COc1ccc(C2CCc3ccccc32)cc1 (stereo not drawn)	1	16	7	-4	20	8
O=C(Nc1cccc([N+](=O)[O-])c1)/C(=N\NC(=O)c1ccncc1)c1nc2ccc([N+](=O)[O-])cc2[nH]c1=O	7	-25	-2	-18	16	-2
S=C(Sc1nc2ccccc2s1)Sc1nc2ccccc2s1	91*	86*	91*	95*	72*	98*
O=C(O)CCC1=Nc2cccc3cccc(c23)NC1=O	14	-3	32	8	36	13
Brc1ccc(B2Nc3ccccc3N2)cc1	83*	72*	57	82*	74*	85*
O=C(NCCNc1ccccc1)C12CC3CC(CC(C3)C1)C2	10	-2	1	-4	-4	19
CC(C)C(=O)CCc1ccccc1O	-36	-26	-8	-17	-18	-15
CNOCc1ccc(C(=O)NC(C)C)cc1	18	-31	18	3	12	12
O=C(OCc1ccccc1)N1CCNCCNCC1	22	-1	-2	-3	-4	-11
OC1CCN2Cc3ccccc3N=C12 (stereo not drawn)	-17&-2	16&4	22&0	-6&17	22&3	13&-3

Record cards, from the list above. Order of screens: yeast mlh1 rad18	yeast cln2 rad14	mec2-1	yeast sgs1 mgt1	rad50	yeast bub3
Entry for `S=C(Sc1nc2ccccc2s1)Sc1nc2ccccc2s1` : 91*	86*	91*	95*	72*	98*
Entry for `COc1ccccc1NC(=O)C1=CNC(C)=C(C(=O)Nc2ccccc2OC)C1/C=C/c1ccccc1` (stereo not drawn) : 15	-6	-1	-2	44	-2

New compounds follow.
SMILES	yeast mlh1 rad18	yeast cln2 rad14	mec2-1	yeast sgs1 mgt1	rad50	yeast bub3
COc1ccc(/C=N/Nc2nc(-c3cc4oc(=O)n(C)c4cc3Cl)cs2)cc1OC	-12	19	24	-29	1	6
CCCCCCCCCCCCCCCC(=O)ON1C(=S)NC(C)(c2ccccc2)C1=S (stereo not drawn)	-18	-4	5	9	-1	13
COC(=O)CNC(=O)C(NC(=O)C1CCCN1C(=O)OCc1ccccc1)C(C)C (stereo not drawn)	17	-8	12	10	12	-3
CCOC(=O)C1=C(Nc2ccc(OC)cc2)C(N)=NC1=N	-70	-26	-9	-25	4	-35
CCOc1ccc(Cl)cc1[N+](=O)[O-]	13	12	-5	-3	-3	1
CCCC(SCC(=O)O)SCC(=O)O	-17	-42	-6	-7	14	-5
OC(CN1CCCC1)c1ccccc1 (stereo not drawn)	-31	29	-11	16	-2	0
Nc1c(I)cc(I)c(C(=O)O)c1I	-39	-15	-32	-17	-44	-25
N/C1=C/C(=O)NC(=O)c2c(c3ccccc3oc2=O)C1	-30	5	1	8	-6	7
O=[N+]([O-])c1ccc(C2CC(c3ccccc3Cl)=Nc3ccccc3S2=O)cc1 (stereo not drawn)	29	33	31	39	53	48
c1nnc(NCNc2nncs2)s1	-11	-35	-33	-53	-14	-79
O=C(Nc1cccc(C(F)(F)F)c1)c1cc(-c2ccccc2)nc(=S)[nH]1	-29	7	-29	-16	-50	-31
C=C1CC(O)C2C(C[Se]c3ccccc3)C(=O)O[C@@H]2C2C(=C)[C@@H](O)CC12 (stereo partly drawn)	71*	-13	52	30	46	30
CC(=O)Nc1ccc(OC(C)=O)cc1	24	20	-1	4	14	3
CC(C)CC(=O)OC(C)CC(C)C (stereo not drawn)	18	-7	4	-7	4	-2
Cc1[nH]nc(-c2ccon2)c1N=O	58	5	29	-2	69	79*
CCCCCCCCCCCCCCCC(=O)NCC[N+](CC)(CC)Cc1ccc(C[N+](CC)(CC)CCNC(=O)CCCCCCCCCCCCCCC)cc1	99*	99*	100*	100*	99*	99*
CCOP(=O)(OCC)C(=C1C=C(C(C)(C)C)C(=O)C(C(C)(C)C)=C1)P(=O)(OCC)OCC	97*	97*	97*	99*	98*	97*
CC(O)(COS(=O)(=O)c1ccccc1)c1ccccc1 (stereo not drawn)	-8	-14	1	-9	-8	27
O=C(c1ccccc1)c1cn(/N=C\c2ccccc2)c(=O)nc1-c1ccccc1	84*	87*	80*	91*	88*	89*
O=Cc1cc(O)c(O)c(O)c1-c1c(C=O)cc(O)c(O)c1O	-33	-18	-7	-42	-13	-42
Cc1cccc(C)c1N1C(=O)CC(Sc2ccccc2N)C1=O (stereo not drawn)	18	14	-1	27	8	37
Cc1cc(=O)n(-c2ccc(-c3ccc(-n4c(C)c(C(=O)O)c(C)cc4=O)cc3)cc2)c(C)c1C(=O)O	28	24	6	19	-45	-2
CC(C)C(NC=O)C(=O)O (stereo not drawn)	0	-22	-5	3	-1	-3
ClCCCCCCOCN1CCOCC1	8	28	-2	2	33	34
CCCCCCCCCCCCCCCCCCNc1ccccc1	16	-30	9	12	-6	1
Nc1nc2nc3c(nc2c(=O)[nH]1)CN(c1ccc(C(=O)NC(CCC(=O)O)C(=O)O)cc1)C3=O (stereo not drawn)	1	-22	-2	-15	-6	0
O=C(Nc1ccc(O)cc1)c1ccccc1O	1	-6	-20	14	32	15
CC(CO)(CO)C(=O)O	10	21	-31	-12	4	-14
COC(=O)Cc1cn[nH]c1C(=O)OC	10	30	1	2	9	-15

Molecules shown so far that have fluorine (two):
SMILES	yeast mlh1 rad18	yeast cln2 rad14	mec2-1	yeast sgs1 mgt1	rad50	yeast bub3
Cc1nc2ccccc2n1C(=O)c1c(F)c(F)c(F)c(F)c1F	-19	-19	-18	-29	-36	-10
O=C(Nc1cccc(C(F)(F)F)c1)c1cc(-c2ccccc2)nc(=S)[nH]1	-29	7	-29	-16	-50	-31

Random excerpt: three entries already listed.
SMILES	yeast mlh1 rad18	yeast cln2 rad14	mec2-1	yeast sgs1 mgt1	rad50	yeast bub3
Nc1nc2nc3c(nc2c(=O)[nH]1)CN(c1ccc(C(=O)NC(CCC(=O)O)C(=O)O)cc1)C3=O (stereo not drawn)	1	-22	-2	-15	-6	0
O=C(NCCNc1ccccc1)C12CC3CC(CC(C3)C1)C2	10	-2	1	-4	-4	19
CC(=O)c1ccc(NN=NCCCCl)cc1	-2	-15	-2	2	-6	10

3 structures already listed, sorted by count of non-hydrogen atoms, lowest first.
SMILES	yeast mlh1 rad18	yeast cln2 rad14	mec2-1	yeast sgs1 mgt1	rad50	yeast bub3
CC(CO)(CO)C(=O)O	10	21	-31	-12	4	-14
O=Cc1cc(O)c(O)c(O)c1-c1c(C=O)cc(O)c(O)c1O	-33	-18	-7	-42	-13	-42
CCOP(=O)(OCC)C(=C1C=C(C(C)(C)C)C(=O)C(C(C)(C)C)=C1)P(=O)(OCC)OCC	97*	97*	97*	99*	98*	97*

(list continues)
SMILES	yeast mlh1 rad18	yeast cln2 rad14	mec2-1	yeast sgs1 mgt1	rad50	yeast bub3
CCOC(=O)C1CCCCN1C(=O)OCc1ccccc1 (stereo not drawn)	-42	-8	-2	1	-7	21
CC1(C)SCCNC1=O	5	12	8	9	3	16
COc1ccc2nccc(C(=O)CCC3CCN(C(=O)c4ccc([N+](=O)[O-])cc4)CC3C(CBr)CCBr)c2c1 (stereo not drawn)	34	-2	6	27	17	6
CCC(=O)c1c(NOC2OC(COC(C)=O)C(OC(C)=O)C(OC(C)=O)C2OC(C)=O)nc(OC)n(C)c1=O (stereo not drawn)	-13	12	6	-22	-32	-14
C/C(CCC1CCCCC1)=N/NC(N)=O	-18	15	16	5	15	13
Cc1[nH]n(-c2nc(-c3ccccc3)cc(=O)[nH]2)c(=O)c1CCO	-13	11	-32	-26	-12	-7
CCCCSC(=O)Nc1ccccc1	-7	-32	-27	8	19	-44
Cc1cc(Cl)ccc1C(S)C(=O)O (stereo not drawn)	-20	1	-8	-8	9	1
C/C=C(/C(=O)NC(N)=O)C(C)C	-3	-48	3	-20	-4	-3
COc1ccc2c(c1)CCc1c(-c3noc4c3CCc3cc(OC)ccc3-4)noc1-2	54	53	19	-1	10	-8
NC1=C(O)C(=O)C(c2ccc3c(c2)CCC3)O1 (stereo not drawn)	-9	-13	-15	-22	-24	-14
COc1ccc(-n2/c(=N/C(=S)N(C)C)ss/c2=N\C(=S)N(C)C)cc1	14	16	20	6	3	15
Cc1nc2c(cnn2C)c(=O)n1C	-2	-28	3	-12	4	-6
C=CC(=O)Nc1ccc2c(c1)OCCOCCOCCO2	14	8	-5	-7	-9	-18
COc1cc(C(C)c2cc3c(cc2OCCOCCOc2cc4c(cc2C(C)c2cc(OC)c(OC)c(OC)c2)OCO4)OCO3)cc(OC)c1OC (stereo not drawn)	-14	-8	-32	-19	2	-5
O=C(O)c1ccc(N2C(=O)C=CC2=O)cc1	27&20	27&43	32&18	59&12	73*!	0&-3
CC/C(N)=C\C(=O)c1ccccc1	32	20	15	27	33	12
CCCCCOC(=S)SC(=O)OCC	97*	65	98*	98*	98*	97*
O=C(O)c1c(C(=O)O)c2cccn2c2c1cnn2-c1ccccc1	11	-54	2	13	10	-2
CCCCCO.CCCCCO.CCCCCO.CCCCCO.[Ti]	-2	9	-33	-3	3	-20
O=c1c(-c2ccccc2)coc2ccccc12	0	-52	1	8	-9	-14
COC(=O)N1C(=O)CO[C@@H]1C(C)(C)C	-29	10	-8	0	-5	-8
OC/C(Cc1cccc(O)c1)=C(/CO)Cc1cccc(O)c1	9	3	7	7	6	10
Nc1nc2c(-c3ccc([N+](=O)[O-])cc3)nnn2c2cccc(Cl)c12	-15	5	-16	-18	-10	-32
N=C(N)N=Nc1ccc(O)cc1	11	-67	-10	-3	-71	0
COC(=O)C(c1ccccc1)S(=O)(=O)c1ccccc1 (stereo not drawn)	-6	-3	-13	4	-3	-21
CCN(CC)c1ccc2nc3c4ccccc4c(=NC(=O)c4ccccc4-c4c5ccc(N(CC)CC)cc5[o+]c5cc(N(CC)CC)ccc45)cc-3oc2c1	29	-8	25	30	35	21
Cc1nc(N)sc1C	26	8	-27	17	13	26
NNC(=O)CC(N)C(=O)O (stereo not drawn)	2	-21	4	-4	9	1
O=C(OC1C2C=COC(OC3OC(CO)C(O)C(O)C3O)C2C2(CO)OC12)c1ccc(O)cc1 (stereo not drawn)	-12	19	-6	18	0	2
CCOC(=O)Cc1nc2ccccc2[nH]1	-3	-103	-8	-13	4	-12
CCCCCCC(=O)C(CCCC)(C(=O)OCC)C(=O)OCC	7	.	-9	.	0	.
N#CC1C(=O)NC(=O)C(C#N)C1c1ccc(Cl)c(Cl)c1 (stereo not drawn)	63	22	40	58	89*	58
Clc1ccc(Nc2ncnc3oc(-c4ccccc4)c(-c4ccccc4)c23)cc1	5	-5	13	1	7	-4
CCN(CC)C(=O)N(O)C1CCCCC1	-7	8	2	-15	-35	5
O=C([O-])C[n+]1c(/C=C/c2ccccc2)ccc2ccccc21	32	14	5	29	37	7
C=CCC(O)C=C (stereo not drawn)	12	-1	-15	5	10	-5
O=[N+]([O-])c1ccccc1S(=O)(=O)Cc1ccccc1	1	-3	-11	5	23	-3
COc1c(NC(=O)c2ccc([N+](=O)[O-])cc2)cccc1[N+](=O)[O-]	20	0	14	5	0	32
CN(C)CCNc1ccc(NCCN(C)C)c2c1C(=O)c1ncsc1C2=O	-17	8	-1	14	-8	2
CCOC(=O)C(O)C(O)C(=O)OCC (stereo not drawn)	8	-17	-16	-29	21	-3
COC(=O)N/N=C/c1cccc(/C=N/NC(=O)OC)n1	5	-24	0	-7	-9	3
COC(=O)C(O)c1ccc(C(C)C)cc1 (stereo not drawn)	-9	-33	-19	-14	-34	-26
CC(Br)C(=O)Nc1ccc(C(=O)O)c(O)c1 (stereo not drawn)	3	21	-33	-19	4	-8
C/C=C(\C)C(=O)OCC1CC[N+](C)([O-])C1 (stereo not drawn)	-15	-58	-8	-7	-24	5
Cc1cc(=O)oc2c(CNC(CO)C(=O)O)c(O)ccc12 (stereo not drawn)	-32	-17	-26	-8	-43	3
COC(=O)/C(C#N)=C(/SC)N(C)C	-10	39	4	-10	4	3
COC1CC2CCC(C)[C@](O)(O2)C(=O)C(=O)N2CCCCC2C(=O)OC(C(C)CC2CCC(O)C(OC)C2)CC(=O)C(C)C=C(C)C(OC(=O)CN(C)C)C(OC)C(=O)C(C)CC(C)/C=C/C=C/C=C\1C (stereo partly drawn)	90*	85*	92*	92*	89*	92*
CCCOc1ccc(-c2nc(-c3ccc(N=Cc4ccc(N(CCOS(C)(=O)=O)CCOS(C)(=O)=O)cc4C)cc3)cs2)cc1	92*	25	77*	47	85*	37
Cc1cc(NC(=O)NC(=O)c2ccccc2NC(=O)CN)ccc1Oc1ncc(Br)cn1	-43	11	-14	40	6	15
